# Compound activity (PubChem BioAssay)
# L3MBTL1 inh = blocks human L3MBTL1 | 0.66% of 230,000 active | Potency, µM (series often up to 57.1 µM), for inactives: at the top dose activity, negative = inhibition, hits mostly inhibitors | AlphaScreen L3MBTL1–H3K9me1 peptide binding | AID 485360 | Q9Y468; active = well fitted inhibition curve with a large enough effect; inconclusive = small, poorly fitted or top-dose-only effect; inactive = no such curve, though single readings can be large or run the other way; also: nearly all actives have a fitted effect of over 60% in size
# Target sequence (Q9Y468 whole entry, looked up): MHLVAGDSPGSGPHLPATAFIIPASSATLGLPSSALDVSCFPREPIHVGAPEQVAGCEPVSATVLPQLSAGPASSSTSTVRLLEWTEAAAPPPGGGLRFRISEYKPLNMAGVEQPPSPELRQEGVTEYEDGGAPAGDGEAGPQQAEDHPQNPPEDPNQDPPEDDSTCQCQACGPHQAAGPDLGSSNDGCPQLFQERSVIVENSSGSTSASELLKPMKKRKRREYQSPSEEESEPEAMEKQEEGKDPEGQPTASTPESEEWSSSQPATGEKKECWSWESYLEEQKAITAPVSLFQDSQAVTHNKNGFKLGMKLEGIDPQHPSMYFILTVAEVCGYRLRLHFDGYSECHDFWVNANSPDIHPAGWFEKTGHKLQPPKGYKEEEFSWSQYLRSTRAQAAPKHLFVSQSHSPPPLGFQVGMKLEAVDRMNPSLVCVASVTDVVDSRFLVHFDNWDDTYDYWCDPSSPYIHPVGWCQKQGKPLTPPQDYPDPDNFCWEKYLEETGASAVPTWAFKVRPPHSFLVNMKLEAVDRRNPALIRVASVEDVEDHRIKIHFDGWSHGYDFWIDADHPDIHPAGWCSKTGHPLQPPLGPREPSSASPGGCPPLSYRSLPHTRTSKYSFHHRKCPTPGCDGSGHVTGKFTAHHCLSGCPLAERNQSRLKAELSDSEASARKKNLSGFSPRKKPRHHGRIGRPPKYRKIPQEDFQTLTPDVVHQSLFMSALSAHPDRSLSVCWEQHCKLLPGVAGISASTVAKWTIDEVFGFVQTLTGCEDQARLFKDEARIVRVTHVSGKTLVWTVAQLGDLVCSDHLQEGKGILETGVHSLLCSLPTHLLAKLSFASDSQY
#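 AlphaScreen proximity signal between nickel-chelate acceptor and streptavidin donor beads (final 10 ug/mL) reports binding of 50 nM L3MBTL1 to 75 nM biotin-H3 K9me1 peptide; complex incubated with compounds 30 min at room temperature; cefsulodin titration as control.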
# Active calls of the source: *; ? = inconclusive; [ ] = another dose, or the depositor's remark. % is scaled to controls: 0 for no effect and ±100 for the full control effect; potency is read from the fitted curve at half-maximal effect.
SMILES	L3MBTL1 inh
O=C(CCNC(=O)c1ccccc1Cl)NCC(c1ccco1)N1CCCC1 (centres undefined)	1%
C=CCNC(=O)c1ccccc1NC(=O)C1CC(=O)N(C(C)C)C1 (centres undefined)	4%[2.29 µM]
CCOC(=O)C1CCN(C(=O)CCC2CCCC2)CC1	-1%
CN(C)CCCNC(=S)N1CCC(c2nc3ccccc3[nH]2)CC1	-7%
NCC(=O)NCC(=O)NC[C@H]1O[C@@H](n2cnc3c(N)ncnc32)[C@H](O)[C@@H]1O	10%
C=CCN1C(=O)c2ccc(C(=O)N3CCN(S(=O)(=O)c4cccc(F)c4)CC3)cc2C1=O	-1%
CC(=O)Nc1ccc(NC(=O)CNC(=O)c2sc3ccccc3c2Cl)cc1	-1%
C/C(=N\NC(=O)C(O)c1ccccc1)c1ccc(Cl)cc1 (centres undefined)	-3%
O=C(O)c1ccc(Nc2nc3ccc(Cl)cc3[nH]2)cc1	-1%
CC(Sc1nnc(C2CC2)n1C1CC1)C(=O)c1ccc(Br)cc1 (centres undefined)	-3%
O=C(Nc1cc(C(F)(F)F)ccc1-n1cncn1)C1CC1	0%
CC1(C)CC(=O)N(c2cccc(C(F)(F)F)c2)C(=O)C1	10%
C[C@H](CO)N1C[C@H](C)[C@H](CN(C)S(=O)(=O)c2cn(C)cn2)Oc2ccc(NC(=O)Nc3ccc(C(F)(F)F)cc3)cc2CC1=O	-2%
COc1ccc(C2=NN(C(=O)CCC(=O)O)C(c3ccccc3F)C2)cc1 (centres undefined)	-1%
CC(O)c1cccc(N=Cc2ccc3ccccc3c2O)c1 (centres undefined)	-1%
COc1ccc(N(C)S(=O)(=O)c2cccc(C(=O)NC3CCCC(C)C3C)c2)cc1 (centres undefined)	12%
CC[C@@H](C)[C@@H]1CN([C@@H](C)CN2CCC[C@H]2CN2C(N)=NC[C@H]2CC(C)C)C(=N)N1CCCC1CCCC1	-5%
CCOC(=O)C1=C(COC(=O)c2ccccc2OC)NC(=O)NC1C (centres undefined)	-4%
Cc1ccc(NC(=O)CNC(=O)c2cccs2)c(O)c1	5%
Cc1cccc(C(=O)OCC(=O)N2CC(C)CC(C)C2)c1C (centres undefined)	12%
O=C(NCc1ccccc1CN1CCCC1)c1cccc(N2CCCC2=O)c1	-1%
CC(=O)c1ccc(COC(=O)Cc2ccc([N+](=O)[O-])cc2)cc1	-6%
Cc1ccc(OCC(=O)NCc2n[nH]c(=O)c3ccccc23)cc1	8%
COc1cccc(N2CCN(CC(=O)NCc3ccccc3)CC2)c1	0%
O=C(c1ccco1)N1CCN(Cc2ccccc2F)CC1	-8%
O=C(NCC1CC1)c1onc(CSc2nc3ccccc3[nH]2)c1C(=O)NCC1CC1	4%
Cc1ccc(Cl)c2sc(N3CCN(C(=O)c4ccco4)CC3)nc12	-16%
COc1ccccc1CC(=O)Nc1cc(S(=O)(=O)N2CCOCC2)ccc1N1CCOCC1	2%
CCOc1ccc(NC(=O)CN(C)C(=O)Cc2c[nH]c3ccccc23)cc1OCC	-3%
Cc1nc2ccccn2c(=O)c1NC(=O)c1cccc2ccccc12	3%

# Carrying on.
SMILES	L3MBTL1 inh
COC(=O)c1c(NC(=O)CN2C(=O)C(=O)N(C(C)C)C2=O)sc(C)c1C	5%
CCOC(=O)c1c(-c2ccco2)csc1NC(=O)COC(=O)c1cnc(C)cn1	32µM*
Cc1cc(C2=CC(=O)C[C@H](c3ccc4c(c3)OCO4)C2)ccc1F	3%
CCCn1c(=O)c(C(=O)NCc2ccc3c(c2)OCO3)c(O)c2ccccc21	19%
Cc1ccc(S(=O)(=O)NCCC(=O)NC2CCCCCC2)cc1C	-7%
O=C(Cc1ccccc1)Nc1nccs1	6%
O=C(NN1C(=O)/C(=C/c2ccc(O)cc2)SC1=S)c1cccc(O)c1	-10%
CC(C)CN(C(=O)c1ccc(S(=O)(=O)N2CCOCC2)cc1)C1CCS(=O)(=O)C1 (centres undefined)	1%
COc1ccc([C@H]2CC(=O)C=C(c3c(C)cc(C)cc3C)C2)cc1	5%
CC(=O)Nc1ccc(C(=O)NNC(=O)c2ccc(Cl)cc2)cc1	2%
COc1ccc([C@H]2CC(=O)C=C(c3ccc(OC(F)(F)F)cc3)C2)cc1	30%[activator]
CCN(CC)CCn1c2c(c(SCC(=O)Nc3ccc(C(C)C)cc3)nc1=O)CCC2	1%
O=Cc1cc(CCC(=O)O)ccc1O	-3%
COC(=O)c1cc(S(=O)(=O)N2CCN(Cc3ccccc3)CC2)cn1C	-5%
CC(C)N(C(=O)[C@H]1CC(CC(=O)NCCCN(C)C)C(=O)N2CCc3c([nH]c4ccccc34)[C@]12C)C(C)C (some centres undefined)	-6%
NC(=O)c1ccc(SCC(=O)OCC(=O)NCc2ccco2)c([N+](=O)[O-])c1	2%
CCCCCCCCCCOC(=O)Cn1c(COc2ccc(OC)cc2)[n+](C)c2ccccc21	0%
CCCCCCSc1ccc([C@H]2N[C@@](Cc3ccccc3)(C(=O)OC)[C@H]3C(=O)N(CC)C(=O)[C@@H]23)cc1	-10%
CC(C)OCCOc1ccc2oc(-c3ccco3)cc(=O)c2c1	?
Cc1ccc(NC(=O)CN(C)C(=O)Cn2nnc(-c3ccccc3)n2)cc1	-1%
COc1cccc(N2CCN(c3nc(C)cc(C)c3C#N)CC2)c1	3%
CN(C)S(=O)(=O)c1ccc(SCC(=O)Nc2ccc3c(c2)OCCO3)nc1	8%
CCN(CC(=O)NCc1cccs1)C(=O)c1ccc([N+](=O)[O-])o1	7%
CC1CCN(S(=O)(=O)c2ccc(NC(=O)[C@@H]3CCCN3C(=O)c3cccs3)cc2)CC1	-2%
O=S(=O)(/N=C(/Nc1nccs1)c1ccc(F)cc1)c1ccccc1	7%
CCn1c(SC(C)C(=O)NCC2CCCO2)nc2scc(-c3ccccc3)c2c1=O (centres undefined)	0%
Cc1noc(C)c1NC(=O)N(C)C[C@H]1Oc2ccc(NC(=O)C3CC3)cc2C(=O)N([C@H](C)CO)C[C@@H]1C	2%
Cc1cccnc1NC(=O)CNC(=O)C12CC3CC(CC(C3)C1)C2	1%
CCC[C@@H]1CCCC/C=C\CCCC(=O)OCCN1C(=O)OC(C)(C)C	6%
O=C(CSc1nnc(Cc2ccccc2)o1)Nc1ccc(N2CCOCC2)cc1	-1%

# Pulled by compound from above:
SMILES	L3MBTL1 inh
CCN(CC(=O)NCc1cccs1)C(=O)c1ccc([N+](=O)[O-])o1	7%
O=C(NCc1ccccc1CN1CCCC1)c1cccc(N2CCCC2=O)c1	-1%
Cc1ccc(OCC(=O)NCc2n[nH]c(=O)c3ccccc23)cc1	8%
O=C(CSc1nnc(Cc2ccccc2)o1)Nc1ccc(N2CCOCC2)cc1	-1%

# Three of the entries above in order of their number in L3MBTL1 inh, smallest number first.
Compound	L3MBTL1 inh
CC(C)N(C(=O)[C@H]1CC(CC(=O)NCCCN(C)C)C(=O)N2CCc3c([nH]c4ccccc34)[C@]12C)C(C)C (some centres undefined)	-6%
O=Cc1cc(CCC(=O)O)ccc1O	-3%
CCC[C@@H]1CCCC/C=C\CCCC(=O)OCCN1C(=O)OC(C)(C)C	6%

# Following part
SMILES	L3MBTL1 inh
CCCn1c(N)c(N2CCCCC2)c(=O)n(CC(=O)Nc2ccc(C(C)=O)cc2)c1=O	4%
COc1ccc(C2(CNC(=O)c3ccccc3)CCCC2)cc1OC	-3%
O=CN1Cc2ccccc2-c2ccccc2C1	8%
CS(=O)(=O)c1ccc(N2CCN(S(=O)(=O)c3cccs3)CC2)c([N+](=O)[O-])c1	-8%
O=C(NC1CCN(Cc2ccccc2)CC1)c1cn(-c2ccccc2)nc1-c1cccnc1	-5%
COC(=O)C1=C(C)N(Cc2ccccc2)C(=NCc2cccc(Cl)c2)N[C@H]1c1ccccc1	-1%
COc1ccc(CN2CCN(CCCc3ccccc3)C(CCO)C2)cc1OC (centres undefined)	-2%[2.29 µM]
O=c1oc(CCCO)cc2ccc(C#Cc3cccnc3)cc12	2%
CCOC(=O)C1=CN(Cc2ccco2)S(=O)(=O)NC1CC (centres undefined)	-12%
COc1ccc(CC(=O)NCc2ccc(F)cc2)cc1S(=O)(=O)N1CCOCC1	2%
CCCCn1c(N)c(N(CCC(C)C)C(=O)Cc2ccc(S(=O)(=O)N3CCOCC3)s2)c(=O)[nH]c1=O	4%
CC(C)NC(=O)N(C)C[C@H]1Oc2ccc(NS(=O)(=O)c3ccccc3)cc2C(=O)N([C@H](C)CO)C[C@H]1C	5%
Cc1ccc(S(=O)(=O)CCC(=O)OCC(=O)N(C)CC(=O)Nc2ccc(F)cc2)cc1	3%
O=C(COC(=O)c1ccc([N+](=O)[O-])o1)Nc1ccc2c(c1)OCO2	?
COc1ccccc1N1CCN(Cc2cc3c(cc2[N+](=O)[O-])OCO3)CC1	-2%
C=CC(=O)N(CCC)C(c1ccccc1)c1ccccc1OC (centres undefined)	5%
Cc1ccc2c(c1)C1CN(C)CCC1N2S(=O)(=O)c1cccc(F)c1 (centres undefined)	-1%
COc1ccc(-c2ccccc2)cc1NC(=O)c1cccs1	14%
Cc1ccc(C2=NN(C(=O)CCC(=O)O)C(c3ccc4c(c3)OCO4)C2)cc1 (centres undefined)	8%
COc1ccc(-c2cc(=O)[nH]c3ccccc23)cc1	-1%
NS(=O)(=O)c1ccc(CNC(=O)Cn2nc(C(F)F)cc2C(F)F)cc1	1%
COc1ccc(CCNC(=O)C(=O)NCC2OCCN2S(=O)(=O)c2ccccc2)cc1OC (centres undefined)	-10%
CC(C)CN(C(=O)c1cc(=O)[nH]c2ccccc12)c1c(N)n(Cc2ccccc2)c(=O)[nH]c1=O	5%
Cc1c(NC(=O)C(C)OC(=O)CCc2c[nH]c3ccccc23)c(=O)n(-c2ccccc2)n1C (centres undefined)	0%
O=C(CCC(=O)c1cccs1)Nc1ncccc1O	?
O=C(CSC1=NS(=O)(=O)c2cc(Cl)ccc2N1)Nc1ccccc1F	9%
CCCNC(=O)c1ccc(N2CCC3(CC2)CC(c2ccccc2)=NO3)c(NC(=O)c2ccc(Br)cc2)c1	-2%
CCN1CCN(C(=O)c2cc(S(=O)(=O)N3CC(C)CC(C)C3)ccc2Cl)CC1 (centres undefined)	3%
CCCn1c(N)c(N(CCOC)C(=O)C2CCCC2)c(=O)[nH]c1=O	1%
CCCCCN(C(=O)CCC(=O)OC(C)C(=O)Nc1cccc(C#N)c1)c1c(N)n(CCCC)c(=O)[nH]c1=O (centres undefined)	7%

# (cont.)
SMILES	L3MBTL1 inh
O=C(COC(=O)CNC(=O)c1ccccc1)NC(=O)NC1CCCCC1	-1%
COc1ccc(NC(=O)c2cc(-c3ccccn3)nc3ccccc23)c(OC)c1	-5%
C[C@H]1CN([C@@H](C)CO)C(=O)Cc2cc(NC(=O)CCC(F)(F)F)ccc2O[C@H]1CN(C)S(C)(=O)=O	8%
O=C(COC(=O)c1ccc(Cl)nc1)Nc1cccc(S(=O)(=O)N2CCCCC2)c1	-9%
O=S1(=O)[C@H]2C[C@@H]3C=C[C@@]2(CN1Cc1cccc(F)c1)O3	-3%
NC(=O)C1CCN(C(=O)C2CC(=O)N(c3ccc4c(c3)OCCO4)C2)CC1 (centres undefined)	3%
Cc1ccc2[nH]cc(CCNC(=O)c3ccc4c(c3)OCO4)c2c1	0%
COc1cccc(CC(=O)OCC(=O)N(C)CC(=O)Nc2ccc(Cl)c(C(F)(F)F)c2)c1	0%
Cc1nc(C)c(C(=O)OCC(=O)NCCc2ccc(F)cc2)s1	2%
COc1ccccc1CNC(=O)c1cc(S(=O)(=O)N2CCCCC2)c[nH]1	9%
Cc1cc(C(=O)COC(=O)Cc2ccc(Br)cc2)c(C)n1C	0%
COc1ccc(/C=C/c2c(-c3ccc(OC)cc3)oc3cccnc23)cc1	64%[activator]
COc1cc(OC)cc(-c2c(-c3cccs3)c3cc(-c4ccc(OC)c(OC)c4)ccc3n2C)c1	-9%
CC(=O)Nc1ccc(OC(=O)Cc2ccc(Cl)cc2)cc1	11%
COc1ccc(C(CNC(=O)C2CC(=O)N(Cc3ccccc3)C2)N2CCCC2)cc1 (centres undefined)	-10%
O=C(NNC(=O)c1cc(S(=O)(=O)N2CCOCC2)c(Cl)cc1Cl)c1ccccc1F	5%
CC(C)CN(C(=O)CSc1ncnc2sccc12)C1CCS(=O)(=O)C1 (centres undefined)	-5%
Cc1ccc2nc(N3C(=O)C(O)=C(C(=O)c4ccc(C)o4)C3c3ccc(O)cc3)sc2c1 (centres undefined)	?
COCCNC(=O)c1cccc(OC2CCN(Cc3ccc(OC(F)F)cc3)CC2)c1	3%
O=C(Nc1ccc(Cl)cc1)N1CCOCC1	2%
CC(C)C(NS(=O)(=O)c1ccc2c(c1)C(C)(C)C(=O)N2C)C(=O)NCc1ccc(F)cc1 (centres undefined)	4%
CC(C(=O)Nc1ccc2c(c1)OCO2)N(C)CC(=O)Nc1ccccc1Cl (centres undefined)	1%
O=C(O)CNC(=O)/C(=C\c1ccco1)NC(=O)c1ccco1	?
CN(C)S(=O)(=O)c1ccc(NC(=O)CN2C(=O)NC(Cc3ccccc3)C2=O)cc1 (centres undefined)	0%
COc1cccc(NC(=O)C(C)OC(=O)c2n[nH]c3ccccc23)c1 (centres undefined)	-5%
CCCC(=O)Nc1ccc(NC(=O)c2cc3ccccc3o2)c(OC)c1	11%[2.29 µM]

# Printed as active in L3MBTL1 inh, among the entries above:
SMILES	L3MBTL1 inh
CCOC(=O)c1c(-c2ccco2)csc1NC(=O)COC(=O)c1cnc(C)cn1	32µM*

# The list is partial; rates above refer to the full screens.
